# Screening data as filed in PubChem BioAssay.
# HIV peptide binding = inhibitors of HIV fusion peptide binding, primary screen, biochemical, uHTS, fluorescence dequenching (AID 1986); inhibition, % at 20 µM; hits with a dose series show IC50 in µM; actives 0.3% (n = 290,000); cell-free peptide binding, fluorescence dequenching, 30 min; higher % means a stronger effect; in the data active means inhibition mostly above about 52%, no sharp cut-off; inactive means mostly below about 76%; further: some results filed as inactive read as strong as hits
# SV40 large T antigen = SV40 large T antigen inhibitors, biochemical (AID 1903) | actives 0.39% (n = 310,000) | inhibition, % at 20 µM; hits with a dose series show IC50 in µM | SV40 large T antigen ATPase/helicase inhibition assay; higher % means a stronger effect; in the data active means a potency from the dose series; further: strong numbers were not always called active
# KOR beta-arrestin-1 = kappa opioid receptor activators – cell-based, luminescence, uHTS, primary screen (AID 1777); KOR beta-arrestin recruitment, luminescence; higher % means a stronger effect; activation, % at 10 µM; hits with a dose series show EC50 in µM; actives 0.02% (n = 280,000); in the data active means activation above about 50%, passing the limit was not always enough; further: a part of the inactive calls stands beside numbers as strong as those of hits
# KOR beta-arrestin-2 = KOR antagonists, beta-arrestin recruitment, cell-based, luminescence, uHTS (AID 1778); one-dose inhibition, % at 10 µM; IC50 in µM for titrated hits; actives 0.091% (n = 290,000); KOR beta-arrestin recruitment, luminescence, antagonist mode; higher % means a stronger effect; further: strong numbers were not always called active
# NOD1 NF-kB reporter = NOD1 signaling inhibitors, primary screen, cell-based, luminescence, uHTS (AID 1578) | NOD1-driven NF-kB luciferase reporter cells, luminescence; higher % means a stronger effect | inhibition, % at 4 µM; hits with a dose series show EC50 in µM | actives 1% (n = 290,000); in the data active means inhibition mostly above about 36%, no sharp cut-off; inactive means mostly below about 34%;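 further: HEK-293T reporter cells stimulated with the NOD1 agonist gamma-tri-DAP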
# MgcRacGAP inhibition = MgcRacGAP GTPase-activating activity inhibitors, confirmation, biochemical, ADP Hunter fluorescence. one-dose inhibition, % at 30 µM; IC50 in µM for titrated hits. MgcRacGAP-stimulated Rac1 GTP hydrolysis, ADP Hunter fluorescence; higher % means a stronger effect; GST-tagged Rac1 F28L mutant substrate. actives 0.6% (n = 340,000);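 active means first-screen hits whose inhibition reached a set limit at any dose in the follow-up dose series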;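 further: fluorescence reports GDP produced by GAP-driven GTP hydrolysis; strong numbers were not always called active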
# GPR55 activation = GPR55 agonists via beta-arrestin recruitment, primary screen, imaging, U2OS cells, beta-arrestin-GFP redistribution (AID 1961). U2OS GPR55 beta-arrestin-GFP redistribution imaging; higher % means a stronger effect. activation, % at 10 µM; hits with a dose series show EC50 in µM. actives 0.048% (n = 290,000);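 active means activation above 40% with more than 50 cells counted in the well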;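 further: U2OS osteosarcoma cells stably expressing GPR55 and beta-arrestin-GFP; plate controls were DMSO negative control for no effect and LPI positive control for full effect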
# NOD2 inhibition = NOD2 signaling inhibitors, cell-based, luminescence, uHTS, HEK293 (AID 1566); actives 0.63% (n = 290,000); HEK293 NOD2/NF-kB luciferase reporter, luminescence; higher % means a stronger effect; inhibition, % at 4 µM, or EC50 in µM where a hit was titrated; further: many of its hits are not listed in these tables
# GPR55 LPI antagonism = inhibition of LPI-stimulated GPR55 beta-arrestin translocation – imaging, U2OS, beta-arrestin-GFP, LPI agonist, primary screen (AID 2013); U2OS GPR55 beta-arrestin-GFP translocation imaging, LPI antagonism; higher % means a stronger effect; one-dose inhibition, % at 10 µM; IC50 in µM for titrated hits; actives 0.13% (n = 290,000);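 active means spots per cell inhibited over 60%, with over 100 cells counted and total cytoplasm intensity under 500,000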;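 further: U2OS cells stably carrying GPR55 and arrestin-GFP stimulated by 5 µM LPI near EC80; imaged beta-arrestin-GFP aggregate spots per cell after agonist stimulation; plate controls were LPI-stimulated DMSO wells for no effect and DMSO wells without LPI for full effect; some results filed as inactive read as strong as hits; confirmed hits need IC50 under 10 µM and bright autofluorescent wells are also inconclusive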
# Numbers without * were called inactive; / = no result given; [ ] = dose if it differs, or a comment. Unless noted, no stated cut-off is given here; in the data, active means inhibition above about 50%; inactive means the rest.
compound	SV40 large T antigen	KOR beta-arrestin-1	MgcRacGAP inhibition	KOR beta-arrestin-2	GPR55 LPI antagonism	NOD2 inhibition	GPR55 activation	HIV peptide binding	NOD1 NF-kB reporter
CSc1nc2nc3c(cn2n1)C(=O)CC(c1ccccc1)C3 (stereo not drawn)	2%	-2.0%	13%	5%	8%	12%	-0.1%	6.5%	4%
O=C(CSc1ccc2ccccc2c1)NCCCN1CCCC1=O	5%	-2.3%	10%	-6%	2%	13%	0.2%	-1.1%	-32%
COc1cccc(-c2nc(-c3ccc4c(c3)NC(=O)CO4)cs2)c1	3%	1.4%	4%	5%	-15%	-48%	-0.4%	2.6%	-51%
COc1ccc(S(=O)(=O)N2CCC(C(=O)NC3CC3)CC2)cc1C	1%	4.8%	9%	-22%	2%	-4%	-0.1%	-1.2%	24%
Cc1c(NC(=S)NC(=O)c2cccc(Cl)c2)c(=O)n(-c2ccccc2)n1C	3%	1.3%	2%	-24%	-7%	-17%	0.3%	0.0%	-17%
CN(C)C(CNC(=O)c1ccc2ccccc2n1)c1ccccc1 (stereo not drawn)	-2%	12%	3%	0%	3%	4%	0.3%	-2.3%	-16%
Cc1cccc(NC(=O)CCC(=O)OCc2ccc(Br)cc2)c1	-33%	-0.2%	1%	-8%	-8%	4%	0.4%	-1.4%	-37%
COc1cccc(C2=NOC(C(=O)NCc3ccc(F)cc3)C2)c1 (stereo not drawn)	-1%	-3.6%	-1%	-63%	-47%	-22%	0.3%	-1.9%	/
COc1cc(CC(CC(=O)O)CC(C)OCc2ccccc2)cc(OC)c1 (stereo not drawn)	1%	12%	1%	-39%	14%	-23%	-0.3%	5.4%	-31%
CC1(C)Cc2c(sc3ncn4c(=S)[nH]nc4c23)CO1	27%	-0.7%	32%	-16%	2%	3%	0.1%	4.6%	-33%
COC(=O)COn1c(SC(C)C)nc2ccccc2c1=O	13%	2.7%	8%	0%	2%	-5%	0.0%	1.1%	-6%
O=C(CSc1cccc[n+]1[O-])Nc1cc(S(=O)(=O)N2CCOCC2)ccc1Cl	2%	9.0%	5%	20%	-2%	7%	-0.4%	1.4%	-2%
Cc1cc(C)cc(N(C(=O)c2ccccn2)C(C(=O)NC2CCCCC2)c2cccs2)c1 (stereo not drawn)	-8%	0.0%	2%	6%	12%	12%	0.2%	-0.4%	8%
C=CCN=C(NC#N)SCc1ccccc1	0%	2.6%	1%	9%	16%	16%	-0.1%	-1.6%	6%
COc1ccc2nc(NCCCNC(=O)c3cc(OC)c(OC)c(OC)c3)c(C#N)cc2c1	3%	-7.9%	3%	18%	9%	10%	-0.1%	2.5%	-19%

# Continuation.
compound	SV40 large T antigen	KOR beta-arrestin-1	MgcRacGAP inhibition	KOR beta-arrestin-2	GPR55 LPI antagonism	NOD2 inhibition	GPR55 activation	HIV peptide binding	NOD1 NF-kB reporter
COCCNC(=O)CCCn1c(=O)c2cc(OC)c(OC)cc2n(CC(=O)c2ccc(Cl)cc2)c1=O	5%	-4.9%	/	28%	1%	13%	-0.5%	-1.5%	-10%
O=C1[C@@H]2Cc3c([nH]c4ccccc34)C(c3ccccc3)N2C(=O)CN1CCO (stereo partly drawn)	10%	-2.4%	11%	12%	17%	18%	-0.1%	-1.0%	-6%
CCOC(=O)c1cn2nc(-c3ccc(OC)cc3)cc2nc1C1CCN(C(=O)OC(C)(C)C)CC1	-1%	-0.6%	7%	-10%	-1%	16%	-0.1%	0.6%	-2%
N#Cc1c(NCCO)ccc([N+](=O)[O-])c1NCCO	-1%	-2.5%	6%	26%	16%	18%	0.3%	1.3%	-3%
COc1cc2c(cc1OC)C(c1ccc([N+](=O)[O-])cc1)N(C(C)=O)CC2 (stereo not drawn)	8%	0.6%	6%	-21%[20 µM]	1%	39%	-0.3%	-1.5%	2%
CCS(=O)(=O)Nc1ccccc1C(N)=O	-1%	-3.4%	-7%	6%[20 µM]	4%	21%	-0.1%	-0.2%	-4%
CCn1cc(C(=O)N2CCN(c3ccccc3)CC2)c(=O)c2cc(S(=O)(=O)N3CCOCC3)ccc21	5%	7.5%	1%	-48%	4%	-7%	0.0%	0.8%	-29%
COc1ccc(NC(=S)NCc2ccccc2)c(OC)c1	12%	-4.7%	5%	15%	8%	4%	0.3%	0.3%	-10%
O=C(Nc1ccc(Oc2cccc3ccccc23)cc1)c1ccco1	9%	1.1%	2%	/	18%	9%	0.5%	-1.6%	36%
CCCCn1c(=N)n(CC(O)COc2ccc(C)cc2)c2ccccc21 (stereo not drawn)	2%	-1.5%	9%	-15%	4%	-9%	-0.3%	-4.7%	-10%
CCOC(=O)c1sc(NC(=O)CN2CCN(c3ccccc3)CC2)nc1C	7%	-0.2%	6%	-8%	7%	-11%	-0.1%	-0.3%	-15%
Cc1ccc(OCC(=O)Nc2c[nH]c(=O)[nH]c2=O)cc1C	7%	-1.4%	0%	-1%	-3%	14%	-0.4%	1.7%	-41%
COCCNS(=O)(=O)c1cccn1-c1ncc(C(F)(F)F)cc1Cl	6%	1.1%	0%	9%	-3%	11%	-0.1%	-0.1%	-4%
CCOc1ccc(-c2n[nH]c(=S)c3ccccc23)cc1	4%	-6.6%	2%	14%	6%	13%	0.3%	-1.9%	-3%
COc1ccccc1C1CC(c2ccco2)=NN1c1ccccc1 (stereo not drawn)	7%	1.2%	9%	17%	14%	16%	0.1%	19%	-3%

# Later entries
compound	SV40 large T antigen	KOR beta-arrestin-1	MgcRacGAP inhibition	KOR beta-arrestin-2	GPR55 LPI antagonism	NOD2 inhibition	GPR55 activation	HIV peptide binding	NOD1 NF-kB reporter
Cc1cc2c(cc1S(=O)(=O)CCC(=O)Nc1cccc(C(F)(F)F)c1)OCC(=O)N2	7%	3.8%	10%	-33%	2%	0%	0.2%	0.6%	-2%
CCCN1C(=O)/C(=C/c2c(N3CCNC(=O)C3CC(=O)OCC)nc3c(C)cccn3c2=O)SC1=S (stereo not drawn)	12%	-1.2%	0%	-46%	89%*	44%	-0.1%	146%	-1%
Cc1cc(C)cc(C(=O)Nc2ccc(N3CCN(S(C)(=O)=O)CC3)cc2)c1	7%	-4.4%	6%	-9%[20 µM]	3%	0%	-0.3%	-1.3%	-22%
S=C(NC1CCCC1)N1CCN(c2cccc(Cl)c2)CC1	2%	-2.1%	6%	16%	17%	27%	-0.1%	1.3%	-22%
O=C(CNC(=O)Cc1ccccc1)NCC(=O)OCC(=O)c1cccc2ccccc12	20%	-1.2%	4%	-26%	9%	-3%	-0.1%	-1.9%	-18%
COC(=O)[C@H]1C[C@@H]1[C@H](NC(=O)OCc1ccccc1)c1ccccc1	9%	0.4%	9%	3%	4%	4%	0.2%	2.7%	-18%
CCCOC(=O)c1ccc(OCC(O)Cn2c(C)nc3ccccc32)cc1 (stereo not drawn)	-4%	-3.2%	10%	23%	-6%	24%	-0.3%	-0.2%	22%
Nc1cc([N+](=O)[O-])cc2oc(-c3ccccc3)cc12	19%	-3.7%	3%	23%	16%	-20%	2.8%	-4.0%	-21%
CC1CC(C)CN(Cc2nc3c(c(=O)n(C)c(=O)n3C)n2CCN2CCOCC2)C1 (stereo not drawn)	-1%	/	1%	/	-4%	14%	0.2%	1.7%	-3%
CCOC(=O)Nc1cccc(C(=O)O)c1	16%	-2.1%	10%	14%	0%	17%	-0.4%	0.4%	-26%
CCOC(=O)c1[nH]c2ccc(OC)cc2c1NC(=S)N1CCN(c2cccc(Cl)c2)CC1	7%	-3.0%	15%	-1%	11%	-11%	0.2%	-2.6%	-9%
Cc1nn(Cc2cccc(C(N)=O)c2)c(C)c1Br	8%	-1.4%	5%	17%	17%	23%	0.3%	0.9%	0%
CCOC(=O)c1ccc(-c2c(-c3ccc4c(c3)OCO4)noc2C)cc1F	19%	1.4%	3%	-17%[20 µM]	-17%	-5%	-0.3%	-2.2%	-15%
CCC(C)c1ccc(S(=O)(=O)N2CCN(C(C)CC(=O)O)CC2)cc1 (stereo not drawn)	4%	-3.8%	21%	30%	4%	1%	0.0%	0.6%	-29%
O=C(NC1(C(F)(F)F)NC(=O)N(Cc2cccnc2)C1=O)c1ccccc1 (stereo not drawn)	9%	2.7%	10%	-7%	6%	2%	0.0%	-1.6%	9%

# Next compounds.
compound	SV40 large T antigen	KOR beta-arrestin-1	MgcRacGAP inhibition	KOR beta-arrestin-2	GPR55 LPI antagonism	NOD2 inhibition	GPR55 activation	HIV peptide binding	NOD1 NF-kB reporter
Cc1cc(NC2CCCCC2)nc2ccccc12	-2%	-2.9%	8%	-14%[20 µM]	30%	-64%	0.2%	-0.1%	-4%
COc1ccccc1CNC(=O)C[n+]1ccccc1	-3%	-5.7%	4%	20%	-11%	13%	0.6%	1.3%	-1%
c1ccc(C2CSc3ccccc3N2)cc1 (stereo not drawn)	11%	-0.1%	8%	-15%	8%	-17%	-0.2%	-2.5%	-8%
COc1ccccc1NC(=O)CCC(=O)OCc1ccc(Cl)cc1	-2%	5.1%	14%	-57%	-33%	-4%	0.1%	0.0%	21%
Cc1ccnc(SCCn2c(N3CCN(c4ccccc4)CC3)nc3c2c(=O)[nH]c(=O)n3C)n1	9%	1.7%	15%	-41%	3%	15%	-0.1%	1.3%	10%
O=C(Nc1sc2c(c1C(=O)O)CCC2)c1cccs1	13%	9.3%	19%	-64%	-14%	-6%	-0.2%	5.8%	-7%
O=c1c2c(nc3n1CCCCC3)sc1c(O)c(Br)ccc12	24%	-0.2%	29%	-35%	5%	-116%	-0.1%	0.6%	-46%
COC(=O)c1ccc(C)c(NC(=O)CN(c2ccc3c(c2)OCO3)S(C)(=O)=O)c1	25%	2.7%	3%	-3%	13%	5%	-0.1%	3.3%	-4%
O=C(c1cccc(C(=O)N2CCc3ccccc32)n1)N1CCc2ccccc21	6%	13%	17%	16%	-1%	1%	0.8%	-2.3%	-14%
CC1(C)SC2c3ccccc3C(=O)N2[C@@H]1C(=O)O (stereo partly drawn)	7%	2.8%	0%	-25%	8%	-5%	0.0%	2.0%	-12%
COc1ccc(S(=O)(=O)N2CCc3ccccc32)cc1C(=O)Nc1cccnc1	8%	1.9%	14%	28%	-1%	8%	-0.1%	-0.8%	-12%
O=C(CCN1C(=O)c2ccccc2C1=O)NCCC1=CCCCC1	6%	2.5%	-5%	2%	17%	3%	0.0%	1.1%	-9%
CCOc1cc(/C=N/n2cnnc2)ccc1OS(=O)(=O)c1ccc(C)cc1	11%	-0.6%	11%	-55%[20 µM]	-10%	14%	-0.1%	-0.3%	-30%
O=C(CCS(=O)(=O)c1ccccc1)Nc1ccccc1F	1%	0.6%	7%	-71%[20 µM]	-9%	-20%	-0.1%	-0.9%	-18%
CC(=O)Oc1ccc(-c2cccc(C(=O)OCC(=O)Nc3ccccc3Oc3ccccc3)c2)cc1	5%	-5.6%	-1%	14%	8%	6%	0.2%	1.8%	-19%
CC(=O)c1cccc(Oc2ncccn2)c1	9%	3.2%	-6%	-2%	4%	-20%	-0.1%	-1.1%	-3%

# Not all compounds are listed. The share of hits here may be higher or lower than overall.
